# Screens from PubChem BioAssay.
# AmpC no deterg = AmpC beta-lactamase inhibition without detergent; P00811; AmpC nitrocefin hydrolysis, absorbance 480 nm, 0.0001% Triton; Potency, µM (doses to about 57.1 µM), inactives show at the top dose activity change, negative = inhibition, usual class: inhibitors; 330,000 tested, 0.52% active; AID 485341;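 also: potency is read from the fitted curve at half-maximal effect; plate controls were no compound for no effect and no enzyme for full effect; nearly all actives have a fitted effect of over 20% in size; some results filed as inactive show a strong effect at the top dose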
# Target sequence (P00811 whole entry, looked up): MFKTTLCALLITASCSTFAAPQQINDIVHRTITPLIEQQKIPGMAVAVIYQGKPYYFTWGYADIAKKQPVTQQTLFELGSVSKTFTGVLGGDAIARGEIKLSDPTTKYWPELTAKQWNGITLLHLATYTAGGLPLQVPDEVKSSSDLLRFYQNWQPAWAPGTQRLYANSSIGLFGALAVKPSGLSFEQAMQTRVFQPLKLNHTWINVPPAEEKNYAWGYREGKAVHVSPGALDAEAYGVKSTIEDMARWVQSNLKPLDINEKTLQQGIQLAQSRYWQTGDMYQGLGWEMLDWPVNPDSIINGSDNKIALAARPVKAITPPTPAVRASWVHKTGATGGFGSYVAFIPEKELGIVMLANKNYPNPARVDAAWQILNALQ
#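 AmpC (5.3 nM in the dispensed reagent) in 20 mM phosphate pH 7.0 with 0.01% (detergent screen) or 0.0001% Triton X-100 was preincubated with compounds for 15 min at room temperature. Nitrocefin was then added from an 800 uM solution, and hydrolysis was followed at 480 nm.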
# LmPK inhibitor = blocks Leishmania mexicana pyruvate kinase activity | Q27686 | Potency, µM (doses to about 57.5 µM), without a hit: at the highest dose activity change, negative = inhibition, usual class: inhibitors | AID 1721 | 290,000 tested, 0.37% active | purified LmPK, Kinase-Glo ATP luminescence, 1 h; also: potency is read from the fitted curve at half-maximal effect
# Target sequence (Q27686 whole entry, looked up): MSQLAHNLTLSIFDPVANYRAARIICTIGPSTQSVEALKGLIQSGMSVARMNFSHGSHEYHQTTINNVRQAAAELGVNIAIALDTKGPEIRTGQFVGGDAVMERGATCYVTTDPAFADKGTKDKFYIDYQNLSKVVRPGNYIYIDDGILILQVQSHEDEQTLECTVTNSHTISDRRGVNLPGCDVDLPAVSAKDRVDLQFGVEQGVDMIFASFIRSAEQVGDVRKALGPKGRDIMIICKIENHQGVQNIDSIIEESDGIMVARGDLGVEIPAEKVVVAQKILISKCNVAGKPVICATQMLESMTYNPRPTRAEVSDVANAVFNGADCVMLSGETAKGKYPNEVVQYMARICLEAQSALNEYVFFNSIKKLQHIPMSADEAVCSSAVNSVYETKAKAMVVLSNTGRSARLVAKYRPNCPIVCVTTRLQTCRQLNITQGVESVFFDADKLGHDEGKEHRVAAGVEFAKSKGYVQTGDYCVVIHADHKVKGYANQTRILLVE
#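 Purified LmPK (0.1 nM) with 0.5 mM PEP and 0.1 mM ADP in imidazole buffer pH 7.2 with MgCl2/KCl, 1 h at room temperature. ATP formed was read by luciferase luminescence and normalized to no-enzyme and uninhibited controls.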
# AMA1-RON2 inh = AMA1-RON2 (P. falciparum) interaction inhibition. 360,000 tested, 0.2% active. Potency, µM (highest dose often 58.2 µM), without a hit: top-dose activity change, negative = inhibition, hits mostly inhibitors. AlphaScreen AMA1-biotinylated RON2 peptide binding;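 also: potency is read from the fitted curve at half-maximal effect; 0% = vehicle wells and -100% = peptide control; nearly all actives have a fitted effect of over 45% in size; some results filed as inactive show a strong effect at the top dose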
#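 AMA1 (3D7) with his tag at 25 nM final met compounds first, then biotinylated RON2 peptide at 25 nM; detection used donor plus acceptor beads, 10 µg/mL apiece, read by AlphaScreen after 30 min at room temperature.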
# HCV inh = inhibitors of hepatitis C virus infection. Huh7.5.1 HCVcc-Cre infection, luciferase reporter, 44 h. 340,000 tested, 3.4% active. AID 651820. Potency, µM (titrated, usually from 41.8 µM), for the others: top-dose activity change, negative = inhibition, actives largely listed as inhibitors; also: potency is read from the fitted curve at half-maximal effect
#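 Cells (1,000/well) were plated 4 h before compound, then infected with HCVcc-Cre virus (~0.5 moi). After 44 h further culture, infection was read as luciferase luminescence following a 15 min substrate incubation at room temperature.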
# Tb PYK inh = inhibitors of Trypanosoma brucei pyruvate kinase | 410,000 tested, 0.12% active | TbPYK enzyme, Kinase-Glo Plus ATP luminescence, 45 min | Potency, µM (doses to about 76.8 µM), for the others: at the highest dose activity, negative = inhibition, usual class: inhibitors; also: potency is read from the fitted curve at half-maximal effect; nearly all actives have a fitted effect of over 50% in size
#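 In this concentration-response screen, enzyme-free wells defined baseline while DMSO plates tracked drift. Each reaction combined TbPYK, substrate, compound and 130 uM ADP for 45 min at room temperature. Kinase-Glo Plus luminescence gave the signal.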
# HCMV antiviral = blocks human cytomegalovirus replication; HFF cells, HCMV-luciferase reporter, 72 h; stronger effect = lower value; activity change, negative = inhibition, % at 57.5 µM; 410,000 tested, 4.5% active; AID 1259415; in the data active = activity change below about -60%; inconclusive = no clear call, values can overlap the other calls; inactive = above about -39%
#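 Two-dose cell screen: HFF monolayers treated with compounds and infected with luciferase-expressing HCMV at 1 PFU/cell, 72 h at 37C, then lysed for luciferase measurement.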
# AmpC detergent = blocks E. coli AmpC beta-lactamase in detergent assay; P00811; AmpC hydrolysis of nitrocefin, absorbance 480 nm, 0.01% Triton; Potency, µM (titrated, usually from 114 µM), inactives show top-dose activity change, negative = inhibition, hits mostly inhibitors; 370,000 tested, 0.041% active;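 also: potency is read from the fitted curve at half-maximal effect; 0% = no-compound wells and -100% = no-enzyme wells; nearly all actives have a fitted effect of over 25% in size; some results filed as inactive show a strong effect at the top dose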
#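 20 mM phosphate pH 7.0 + 0.01% (detergent screen) or 0.0001% Triton X-100; 5.3 nM AmpC reagent; cpd preinc 15 min RT; nitrocefin (800 uM stock) to start; A480 q20 s × 4 min; Activity was normalised to no-enzyme and no-compound control wells.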
# * marks the source's active call; other numbers are inactive results; ? = inconclusive; . = not tested or not shown; & = joins results of further samples; [ ] = another dose, or the depositor's remark. Unless noted, calls follow the shape of the dose curve; as a rule, active = well fitted curve in the direction sought with a large enough effect; inconclusive = small, poorly fitted or top-dose-only effect, or another doubt; inactive = no such curve, though single readings can be large; an effect the other way counts as inactive or inconclusive. Unless noted, % is scaled to controls: 0 for no effect and ±100 for the full control effect.
SMILES,AmpC no deterg,LmPK inhibitor,AMA1-RON2 inh,HCV inh,Tb PYK inh,HCMV antiviral,AmpC detergent
CN(C)c1ccc(/C=C(\C#N)c2nc3ccccc3c(=O)[nH]2)cc1,.,.,.,.,-3%,76,19%
CN(c1ccc(O)cc1)c1nc(-c2cccnc2)cs1,-49%,1%,1%,-15%,-16%,26,-4%
CCc1cc2c(=O)c(-c3nc4ccccc4[nH]3)coc2cc1OC(=O)N1CCOCC1,-18%,-3%,32%[activator],-10%,-13%,3,1%
O=C(CC12CC3CC(CC(C3)C1)C2)N1CCOCC1,-10%,-4%,11%,6%,-11%,50,-11%
O=C(O)Cn1nc(C(F)(F)F)c2c1CCCC2,-1%,0%,1%,1%,2%,-8,-2%
COc1cccc(CN2CCNC(=O)C2CC(=O)NCCn2nc(C)cc2C)c1OC (configuration not stated),37%,4%,10%,5%,0%,-11,2%
NC(=O)CN1C2CCC1CC(NC(=O)C1CC1)C2 (configuration not stated),-3%,6%,15%,-2%,3%,2,-8%
CCCCc1ccc(NC(=O)Nc2cccnc2)cc1,-17%,-8%,2%,-19%,7%,-6,-2%
Fc1ccc(OCc2nn3cnnc3s2)cc1,-28%,-12%,6%,-4%,-4%,-33,-13%
COc1cc2c(cc1OC)CN(C(=O)CNC(=O)c1ccc(OC(F)F)cc1)CC2,10%,-9%,18%,-27%,8%,10,-10%
CCN(CC)CCCN1C=C2C(=O)C(C)(OC(=O)C3CCCC3)C(=O)C(c3ccccc3)=C2C=C1CCCC(=O)OC (configuration not stated),98%[activator],-7%[11.5 µM],-15%,?,-5%,0,-6%
CCn1c(SCc2nc3ccccc3s2)nc2cc(S(=O)(=O)N3CCOCC3)ccc21,.,.,0%,-32%,0%,23,.
COc1ccc(C(=O)NCC(c2ccco2)N2CCCC2)cc1S(=O)(=O)N1CCCCC1C (configuration not stated),21%,.,7%,-7%,-1%,-4,-22%
CCN1CCN(c2ccc(NC(=O)c3cc(OC)c(OC)c(OC)c3)cc2)CC1,-18%,3%,4%,5%,3%,55,-14%
COc1ccc(OC)c(NC(=O)CN2c3cccc4cccc(c34)S2(=O)=O)c1,-19%,.,-8%[11.6 µM],?,-8%,-10,.
Cc1ccc(NS(=O)(=O)c2ccc(N3C(=O)CCC3=O)cc2)cc1,-18%,18%,-9%,22%,-2%,-84*,-5%
COc1ccc(-c2cc(C(=O)Nc3cccnc3Cl)no2)cc1,3%,-13%,-4%,?,5%,-2,4%
O=C(NCc1ccco1)c1ccc(OCC2CCCO2)cc1 (configuration not stated),-12%,1%,1%,5%,.,-4,-2%
CCOC(=O)c1ccc(NC(=O)CSc2nnc(CC)o2)cc1,-15%,-9%,7%,-11%,-9%,59,1%
Cc1cc(C)n(CC(O)COc2ccc(C(C)(C)C)cc2)n1 (configuration not stated),111%[activator],1%,-4%,12%,3%,?,-2%
CCCCn1nnnc1C(c1cccs1)N1CCC2(CC1)C(=O)NCN2c1ccccc1 (configuration not stated),.,.,-20%,.,2%,-24,.
COc1cc(/C=C(\C#N)c2nc3ccccc3n2C)cc(OC)c1OC,.,.,.,.,4%,11,-1%
COc1ccc(-c2ccc(CN3C(C(C)C)C(=O)N(Cc4cn(Cc5ccco5)nn4)CCS3(=O)=O)cc2)cc1OC (configuration not stated),.,.,-4%,.,-3%,4,.
Cc1nn(-c2ccc(Cl)cc2)c2[nH]c(CCl)cc(=O)c12,-32%,-8%,-12%,-1%,-8%,-3,-3%
Cc1ccc(S(=O)(=O)N2C(=O)CCC2C(=O)O/N=C(\N)c2ccc([N+](=O)[O-])cc2)cc1 (configuration not stated),-15%,-5%,-3%,8%,-16%,27,8%

# (continued)
SMILES,AmpC no deterg,LmPK inhibitor,AMA1-RON2 inh,HCV inh,Tb PYK inh,HCMV antiviral,AmpC detergent
O=C(Nc1ccc2oc(-c3cccnc3)nc2c1)c1cccnc1,-14%,6%,-23%,-2%,2%,5,-5%
O=S(Cc1ccccc1)c1ccccc1 (configuration not stated),.,.,8%,34%[activator],-2%,-20,.
Cc1ccc(-c2csc(SCC(=O)c3c(N)n(C4CC4)c(=O)[nH]c3=O)n2)cc1,0%,.,-3%,-5%,-6%,-39,-16%
COc1cc(OC)cc(C(=O)NC2CC3CCC(C2)N3Cc2ccco2)c1 (configuration not stated),-11%,2%,-2%,3%,-3%,50,?
Cc1ccc(SCC2=NNC(=O)C2)cc1,-48%,1%,69%[activator],8%,-3%,37,-9%
COc1ccc(NC(=O)/C(=C\c2ccncc2)NC(=O)c2ccccc2)cc1,-16%,1%,-8%,13%,-4%,4,8%
CC1=C(C(=O)OCCC(C)C)C(c2ccc3c(c2)OCO3)NC(=O)N1 (configuration not stated),-20%,5%,-13%,-20%,-3%,-28,-14%
CN(C)c1ccc(N2C(=NC(=O)CC3CCCCC3)SC3CS(=O)(=O)CC32)cc1 (configuration not stated),-1%,1%,10%,7%,4%,-14,0%
CC(NCc1ccccc1O)c1ccccc1 (configuration not stated),-27%,10%,0%,8%,0%,14,0%
CCOC(=O)c1cc(C#N)c(Nc2ccccc2OC)nc1C(F)(F)F,-11%,-1%,-11%,-4%,-1%,?,6%
CCCC[C@@]1(C2CCCC2)Cc2cc(OCC(=O)O)c(Cl)c(Cl)c2C1=O,-25%,.,15%,11%,-1%,-11,-11%
Cc1ccc(S(=O)(=O)c2c(O)cc(C)c(NS(=O)(=O)c3ccc(Br)cc3)c2C)cc1,.,.,.,.,5%,-5,-6%
CCCN(CCC)CCNc1c(N2CCN(C(=O)OCC)CC2)c(=O)c1=O,-16%,-2%,2%,-16%,-5%,3,-3%
COCCCNC(=O)CC(NS(=O)(=O)c1ccc(OC)cc1)c1ccc(OC)cc1 (configuration not stated),?,-2%,9%,32%&5%[activator],2%,-24,0%
O=C(O)CCc1ccc(-c2ccccc2)n1NC(=O)c1cccs1,-11%,9%,3%,15%,-7%,-35,3%
CN(C)C(CNC(=O)C1CC(=O)N(Cc2ccccc2)C1)c1ccccc1 (configuration not stated),-7%,.,11%,2%,-1%,4,-19%
O=C(NOC(=O)c1ccccc1Cl)c1cccs1,-14%,-10%,-19%,8%,.,43,-1%
O=C(c1ccc(F)cc1)C1CCN(C(=O)Nc2ccc(F)cc2F)CC1,-12%,-5%,-2%,-4%,1%,16,2%
COc1ccc(NC(=O)CC(C(=O)O)N2CCCCC2)cc1 (configuration not stated),-9%,2%,5%,6%,0%,-10,?
COc1ccc(NC(=O)CN(c2cccc(C)c2C)S(=O)(=O)c2ccccc2)cc1OC,.,.,.,.,5%,-11,-1%
CCOC(=O)CSc1nc2c(c(=O)[nH]c(=O)n2C)n1C/C=C(/C)Cl,-16%,-1%,-3%,-21%,-19%,4,?
CCN(Cc1ccccc1)C(=O)CN1C(=O)CSc2ccc(S(=O)(=O)N(CC)CC)cc21,.,.,.,.,4%,-7,10%
CC1Cc2cc(/C(O)=C3/C(=O)C(=O)N(CCCn4ccnc4)C3c3cccc([N+](=O)[O-])c3)ccc2O1 (configuration not stated),-3%,2%,13%,16%,-1%,-30,-3%
CCOC(=O)N1CCN(c2ncnc3scc(-c4ccccc4)c23)CC1,44%,2%,-11%,8.9µM*,-4%,-32,3%
Cc1ccc(N=C2NC(=O)C(CO)(CO)S2)cc1,-1%,0%,-5%,16%,0%,-18,?

# 13 compounds from above, arranged by molar mass, lowest first.
SMILES,AmpC no deterg,LmPK inhibitor,AMA1-RON2 inh,HCV inh,Tb PYK inh,HCMV antiviral,AmpC detergent
O=S(Cc1ccccc1)c1ccccc1 (configuration not stated),.,.,8%,34%[activator],-2%,-20,.
Cc1ccc(SCC2=NNC(=O)C2)cc1,-48%,1%,69%[activator],8%,-3%,37,-9%
Cc1ccc(N=C2NC(=O)C(CO)(CO)S2)cc1,-1%,0%,-5%,16%,0%,-18,?
O=C(NOC(=O)c1ccccc1Cl)c1cccs1,-14%,-10%,-19%,8%,.,43,-1%
COc1ccc(NC(=O)CC(C(=O)O)N2CCCCC2)cc1 (configuration not stated),-9%,2%,5%,6%,0%,-10,?
O=C(Nc1ccc2oc(-c3cccnc3)nc2c1)c1cccnc1,-14%,6%,-23%,-2%,2%,5,-5%
O=C(O)CCc1ccc(-c2ccccc2)n1NC(=O)c1cccs1,-11%,9%,3%,15%,-7%,-35,3%
CCOC(=O)c1cc(C#N)c(Nc2ccccc2OC)nc1C(F)(F)F,-11%,-1%,-11%,-4%,-1%,?,6%
CCOC(=O)N1CCN(c2ncnc3scc(-c4ccccc4)c23)CC1,44%,2%,-11%,8.9µM*,-4%,-32,3%
COc1ccc(NC(=O)/C(=C\c2ccncc2)NC(=O)c2ccccc2)cc1,-16%,1%,-8%,13%,-4%,4,8%
CCCN(CCC)CCNc1c(N2CCN(C(=O)OCC)CC2)c(=O)c1=O,-16%,-2%,2%,-16%,-5%,3,-3%
CCN(Cc1ccccc1)C(=O)CN1C(=O)CSc2ccc(S(=O)(=O)N(CC)CC)cc21,.,.,.,.,4%,-7,10%
CC1Cc2cc(/C(O)=C3/C(=O)C(=O)N(CCCn4ccnc4)C3c3cccc([N+](=O)[O-])c3)ccc2O1 (configuration not stated),-3%,2%,13%,16%,-1%,-30,-3%

# (further entries)
SMILES,AmpC no deterg,LmPK inhibitor,AMA1-RON2 inh,HCV inh,Tb PYK inh,HCMV antiviral,AmpC detergent
CC(C)CCN(CCC(C)C)C(=O)Cc1c(O)c2ccccc2[nH]c1=O,-21%,14%,12%,14%,-16%,-19,1%
COc1ccccc1NS(=O)(=O)c1cccc(C(=O)NCC(c2cccs2)N(C)C)c1 (configuration not stated),.,.,1%,-19%,-10%,-34,.
COc1cc(C(=O)Nc2cccc(C)c2C)c(Br)c(OC)c1OC,8%,-2%,-1%,18%,5%,?,-10%
Cc1nnc(NC(=O)C2CCN(S(=O)(=O)c3ccc(F)c(Cl)c3)CC2)o1,27%,.,44%[activator],15%,4%,-34,-4%
CCOC(=O)C1=C(CN2CCN(C(=O)c3ccco3)CC2)NC(=O)NC1c1ccc(Cl)cc1 (configuration not stated),121%[activator],6%,1%,-16%,2%,?,?
CCCCn1nnc(NC(=O)c2ccco2)n1,-14%,-1%,3%,1%,-8%,12,2%
